Bioassay records as filed in PubChem.
mcGAS inh: blocks mouse cGAS activity; AID 1259399; recombinant cGAS, Kinase-Glo ATP depletion luminescence; inhibition, % at 12.5 µM; actives 0.15% (n = 160,000);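 also: 0% = negative control wells and 100% = reference inhibitor with no enzyme activity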
hcGAS inh: human cGAS inhibition | Q8N884 | recombinant h-cGAS, ATP depletion, Kinase-Glo luminescence | inhibition, % at 12.5 µM | actives 0.081% (n = 290,000) | AID 1259398;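 also: 0% = vehicle reaction and 100% = reaction without DNA for no activity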
Target sequence (Q8N884 whole entry, looked up): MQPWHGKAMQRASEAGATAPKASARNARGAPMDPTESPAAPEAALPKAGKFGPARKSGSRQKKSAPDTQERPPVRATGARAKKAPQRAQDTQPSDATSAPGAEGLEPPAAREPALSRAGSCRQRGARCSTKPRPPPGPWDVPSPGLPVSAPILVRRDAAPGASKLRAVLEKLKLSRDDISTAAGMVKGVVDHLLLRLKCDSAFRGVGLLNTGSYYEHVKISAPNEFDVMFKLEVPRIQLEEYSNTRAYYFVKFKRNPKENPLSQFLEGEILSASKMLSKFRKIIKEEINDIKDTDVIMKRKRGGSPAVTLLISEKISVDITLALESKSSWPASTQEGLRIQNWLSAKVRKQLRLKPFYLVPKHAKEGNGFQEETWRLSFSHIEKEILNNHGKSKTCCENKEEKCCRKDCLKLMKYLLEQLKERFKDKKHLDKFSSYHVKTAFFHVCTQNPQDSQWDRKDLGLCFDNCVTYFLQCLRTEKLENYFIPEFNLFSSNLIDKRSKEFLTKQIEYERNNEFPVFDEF
NPYLR7 ag: activates Aedes aegypti NPYLR7 receptor; actives 0.15% (n = 270,000); HEK293T NPYLR7/Galpha15, GCaMP6s calcium fluorescence; activation, % at 10 µM; in the data active = activation above about 40%;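 also: 0% = vehicle and 100% = reference agonist at the receptor; some compounds past the cut are filed as inactive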
An asterisk follows results filed as active; . = no result given; & = joins results of further samples. Rule as the data show it, unless noted: active = inhibition above about 40%; inactive = the rest.

SMILES	mcGAS inh	hcGAS inh	NPYLR7 ag
COCCNC(=O)CSc1nc(Cl)cc(N2CCN(C(=O)c3ccc(C(C)(C)C)cc3)C(C)C2)n1 (stereo not given)	-6.1	-6.1	16.7
Cc1csc2c(SCC(=O)N3CCN(C)CC3)ncnc12	.	-0.3	15.9
COCCn1c(C(=O)Nc2ccc(OC)cc2OC)cc2c(=O)n(C)c(=O)n(C)c21	0.3	0.9	-0.4
N#Cc1c(-c2ccccc2)cc(-c2ccccc2)[nH]c1=O	-3.9	-4.6	12.5
CN(C)[C@H]1[C@H](O)C[C@@H]2CO[C@@H](c3ccccc3)C[C@]21O	0.5	-1.0	4.0
CCn1ccc(C(=O)N(C)C2Cc3ccccc3C2)cc1=O	.	-1.3	8.7
CCN1CCCC1CNC(=O)c1cnn(-c2ccccc2)n1 (stereo not given)	-4.5	-5.6	-1.3
Cc1cc(Nc2ccc3c(n2)C(=O)N(CC(=O)NCC2CCCCC2)C3)n(C)n1	.	-12.0	3.7
C#CCn1c(O)c(N=NC(=O)CNC(=O)c2ccccc2O)c2ccccc21	.	-0.7	-7.6
Cc1oc(-c2ccc(Cl)cc2)nc1CN1CCCCC1c1nccn1C (stereo not given)	.	-7.6	2.7
Cc1ccccc1CN1CCN2C(C(=O)NC3CCc4ccccc43)=COC2=NC1=O (stereo not given)	.	-12.7	-2.1
Fc1ccc(-c2csc(=NCC3CCCO3)n2N=Cc2ccc3c(c2)OCCO3)cc1 (stereo not given)	.	-1.9	-2.8
O=C(NCc1ccc(F)cc1)c1nnc(CN2CCCC2)s1	-6.0	-5.1	6.1
Cc1ccc(S(=O)(=O)C(C#N)=Cc2cccc(F)c2)cc1	-0.6	-2.5	-0.8
Cn1ccc(-c2nnc(N)o2)n1	.	-7.1	2.0
Cc1ccc2nc(CCCNC(=O)c3ccc(C4CCCO4)s3)oc2c1 (stereo not given)	.	-4.2	-1.6
COc1ccc(Cl)c(NS(=O)(=O)c2ccc3c(c2)N(C)CC3)c1	.	-7.4&-8.1	1.1&-15.2
CCOC(=O)C1=C(C)N(c2ccc3c(c2)OCCO3)C(=S)NC1c1ccc(F)cc1 (stereo not given)	.	-1.8	0.3
COCCNC(=O)C(C1CCCC1)N1CCN(C(=O)c2cc(OC)cc(OC)c2)CC1 (stereo not given)	-4.7	-4.6	-7.0
CCCN1CC(NC(=O)c2nc3ccccc3[nH]c2=O)CC1=O (stereo not given)	-15.5	-4.8	-0.8
O=C(NCc1ccco1)N1CCC(C(=O)N(Cc2cccs2)CC2CCCO2)CC1 (stereo not given)	.	-9.6	4.0
CCN(CC(=O)NC(C)(C)C)Cc1ccccn1	.	5.3	-9.6
CS(=O)(=O)N1Cc2ccccc2CC1C(=O)OCC(=O)NCc1ccccc1 (stereo not given)	2.0	2.9	-8.1
CCCNC(=O)C1CCCN(C(=O)Nc2cnc(C(C)(C)C)nc2)C1 (stereo not given)	.	6.2	-3.7
CCCCN(C)C(=O)c1sc(=O)n(Cc2ccc3c(c2)OCO3)c1C	.	-3.1	-9.2

An excerpt of these results, as labelled records:
COCCn1c(C(=O)Nc2ccc(OC)cc2OC)cc2c(=O)n(C)c(=O)n(C)c21
  mcGAS inh = 0.3
  hcGAS inh = 0.9
  NPYLR7 ag = -0.4
N#Cc1c(-c2ccccc2)cc(-c2ccccc2)[nH]c1=O
  mcGAS inh = -3.9
  hcGAS inh = -4.6
  NPYLR7 ag = 12.5
CN(C)[C@H]1[C@H](O)C[C@@H]2CO[C@@H](c3ccccc3)C[C@]21O
  mcGAS inh = 0.5
  hcGAS inh = -1.0
  NPYLR7 ag = 4.0
CCn1ccc(C(=O)N(C)C2Cc3ccccc3C2)cc1=O
  mcGAS inh = .
  hcGAS inh = -1.3
  NPYLR7 ag = 8.7

Continuation.
SMILES	mcGAS inh	hcGAS inh	NPYLR7 ag
CN(C)CCOc1ccccc1CN1CCC2(CCOCC2)CC1	.	-2.3	-1.8
O=S(=O)(Nc1cc(Cl)cc(Cl)c1)c1cc(Cl)ccc1Cl	-3.9	0.0	5.2
CCOc1ccc(-n2c(=O)c3ccc(Cl)cc3n(CC(=O)NCc3ccco3)c2=O)cc1	-5.0	-10.7	18.5
O=C(CCS(=O)(=O)c1ccc(Cl)cc1)NCCC1=CCCCC1	.	-3.8	5.3
COc1ccc(Cn2c(C3CCCCC3)nc3oc4ccccc4c(=O)c3c2=O)cc1	.	-4.5	2.8
Cc1cc(CC(C)NC(=O)c2cc(Cn3ccc4ccccc43)[nH]n2)n[nH]1 (stereo not given)	.	-3.5	0.4
NC1(CNC(=O)c2coc3c2C(=O)CCC3)CCCCC1	.	-12.6	13.8
Cc1ccc(-n2nnnc2CNS(=O)(=O)c2ccc3ccccc3c2)cc1C	-4.9	-4.5	4.2
O=C1C[C@H]2CC[C@@H](CN1)N2C(=O)c1ccc2ncsc2c1	-1.0	-1.8	0.5
COc1ccc(NC(=O)/C(=C\c2cccnc2)NC(=O)c2ccsc2)cc1	.	7.4	-4.1
CN(C)Cc1cc(C(C)(C)C)cc(C(C)(C)C)c1O	-3.6	-0.8	4.7
CC(C)(NC(=O)c1ccc(C(N)=O)cn1)c1c(Cl)cccc1Cl	.	-6.1	4.6
O=C(Cn1c2ccccc2n2nc(-c3ccco3)nc12)c1ccccc1	-5.5	1.4	0.0
CN(C)S(=O)(=O)c1ccc(S(=O)(=O)N(C)c2cccc(Br)c2)cc1	.	-0.2	4.6
O=C(N[C@H]1COC[C@@H]1N1CCCCC1)c1cnn2c1CCCC2	.	-6.8	-2.1
NC(=O)c1nc(-c2ccc(OCc3ccccc3)cc2)nc2c1[nH]c(=O)n2-c1ccccc1F	-7.6	-9.4	-4.3
CCN(CCOc1ccc(OC)cc1)C(=O)c1ncc(F)cc1F	.	-2.8	0.5
C=CCOc1ccc(C2c3c(oc4ccc(C)cc4c3=O)C(=O)N2c2nccs2)cc1 (stereo not given)	.	1.4	-0.9
Cc1nn(C)c(C)c1CN(C1CC1)C1Cc2ccccc2C1	-3.9	0.0	-3.0
O=C(NC1CCN(c2ccc(C(F)(F)F)cn2)CC1)c1ccccc1	-1.6	-0.9	-2.0
CCCNC(=O)N1CCN(c2ccc(OCC)cc2)C(=O)C1C (stereo not given)	0.2	2.0	-3.9
COc1ccc(CNS(=O)(=O)c2cn(C)c(=O)n(C)c2=O)cc1	-9.4	-4.7	2.5
C=CCN(Cc1ccc(Cl)s1)C(=O)COC(=O)C1=COCCO1	.	-0.9	1.5
CC1=C(C(=O)N2CCOC(Cc3cccc(C(F)(F)F)c3)C2)OCCO1 (stereo not given)	.	-4.0	16.3
COC(=O)Cn1c(=NC(=O)c2cccc([N+](=O)[O-])c2)sc2c(C)cc(C)cc21	-9.7	-5.8	3.8
Remaining list, next part.
SMILES	mcGAS inh	hcGAS inh	NPYLR7 ag
CC(C)OC(=O)CSc1nc2ccccc2c(=O)n1-c1ccccc1	-2.8	-4.6	-2.2
CCN(CC)CCOC(=O)C1(C2CCCCC2)CCCCC1	-4.2&-4.1	-4.4&-2.8&-5.6&1.0&-4.4	-6.4&-11.2&5.6&-0.5&-4.2
CC(C)N(Cc1nccn1Cc1ccccc1)C(=O)c1cccc(F)c1	1.4	1.5	3.8
CC(NC(=O)c1cc(Br)c[nH]1)c1nnc2n1CCC2 (stereo not given)	.	-17.5	5.0
CC1(C(=O)Nc2cccc3ncccc23)CCN1C(=O)CC(c1ccccc1)c1ccccc1 (stereo not given)	-4.5	-4.9	-2.2
CCN(Cc1ccc(Cl)s1)S(=O)(=O)Cc1cc(C)no1	.	-6.7	0.7
O=S(=O)(CCSc1ccc(Cl)cc1)Oc1ccccc1	-4.9	-6.3	4.9
COCCN1C(=O)C=C(Nc2cccc(OC)c2)C1=O	.	0.5	0.5
COc1ccc(-n2ccnc2CN2CCC(N)(C(=O)O)C2)cc1 (stereo not given)	.	-9.4	20.4
Cc1ccc(N2CC(C(=O)N3CCN(c4ncnc5c4nnn5-c4ccccc4)CC3)CC2=O)cc1 (stereo not given)	-6.7	-5.2	-2.4
COc1cc(C(=O)NCc2ccc(-c3ncc(-c4ccc(F)cc4)[nH]3)cc2)cc(Cl)n1	-4.6	-1.8	-2.7
CCOc1c(CC)cnc2c1c(=O)n(CC(=O)Nc1ccc(C)cc1C)c(=O)n2C	.	0.8	-1.1
CC(=O)Oc1ccccc1C(=O)N1CCC(c2nc(-c3cccc(C)c3)no2)CC1	-3.7	-3.1	3.2
CCN(C(=O)COc1ncnc2sc3c(c12)CCC3)C1CCS(=O)(=O)C1 (stereo not given)	.	-3.6	4.4
O=C(c1ccc(=O)[nH]n1)N1CCN(S(=O)(=O)c2ccc(C3CCCCC3)cc2)CC1	.	-2.0	1.9
CC(C)(C)c1nnc(N/N=C\c2cccs2)n(N)c1=O	.	-0.4	20.3
Cc1cccc(NC(=O)[C@@H]2CCCN2C(=O)COc2ccc(F)c(Cl)c2)n1	.	-1.7	-3.9
COc1ncccc1[C@@H]1C[C@H](NC(=O)c2ccccc2)C[C@H](C(C)C)O1	.	-6.4	-2.0
Cc1ccc(SC2CN(C(=O)OC(C)(C)C)CCC2=O)cc1 (stereo not given)	.	-10.2	-0.8
CCC1CN(c2ncnc3sccc23)CCC(=O)N1Cc1ccccc1 (stereo not given)	-13.3	-4.4	7.0
Cc1cccc(-n2ncc3c2CCCC3NC(=O)C(=O)c2ccco2)c1C (stereo not given)	.	-5.6	19.3
CC(C)c1cccc(C(C)C)c1NC(=O)Nc1ccc(N(C)C)c(C(=O)NC(C)c2ccccc2)c1 (stereo not given)	-4.2	-8.9	.
CCOC(=O)N1CCN(c2cc(-c3ccccc3)ncn2)CC1	.	-3.2	-4.2
COc1cc(CNC(=O)N2CCN(S(=O)(=O)c3ccc(Cl)s3)CC2)cc(OC)c1OC	.	-2.5	0.4
CC(=O)N1N=C(c2c(-c3ccccc3)c3cc(Cl)ccc3[nH]c2=O)CC1c1ccc(N(C)C)cc1 (stereo not given)	-3.2	2.0	-9.4

An excerpt from the list above:
SMILES	mcGAS inh	hcGAS inh	NPYLR7 ag
CC(C)OC(=O)CSc1nc2ccccc2c(=O)n1-c1ccccc1	-2.8	-4.6	-2.2
CCN(CC)CCOC(=O)C1(C2CCCCC2)CCCCC1	-4.2&-4.1	-4.4&-2.8&-5.6&1.0&-4.4	-6.4&-11.2&5.6&-0.5&-4.2
CC(C)N(Cc1nccn1Cc1ccccc1)C(=O)c1cccc(F)c1	1.4	1.5	3.8
CC(NC(=O)c1cc(Br)c[nH]1)c1nnc2n1CCC2 (stereo not given)	.	-17.5	5.0
CC1(C(=O)Nc2cccc3ncccc23)CCN1C(=O)CC(c1ccccc1)c1ccccc1 (stereo not given)	-4.5	-4.9	-2.2
CCN(Cc1ccc(Cl)s1)S(=O)(=O)Cc1cc(C)no1	.	-6.7	0.7

The list goes on:
SMILES	mcGAS inh	hcGAS inh	NPYLR7 ag
Cn1c(CCC(=O)Nc2cnc3n2CCCC3)nc2cccnc21	.	-4.6	12.1
CC(NC(=O)CSc1n[nH]c(-c2ccccc2F)n1)c1ccco1 (stereo not given)	.	-6.2	-1.4
Cc1cnc(SCC2CCCO2)nc1C1CCCN(C(=O)/C=C/c2ccc(F)c(F)c2)C1 (stereo not given)	-10.1	-9.6	17.0
Cc1[nH]c(=O)n(C)c(=O)c1CCC(=O)Nc1ccccc1C(F)(F)F	-7.8	-4.9	-11.7
O=C(NCC1CN(c2ccc3c(c2)OCO3)C(=O)O1)c1ccco1 (stereo not given)	.	-5.2	5.4
COc1cc(CNc2nn[nH]n2)cc(Br)c1OCc1ccccc1Cl	.	-1.7	-11.3
Cc1cccc(C(C2Sc3nc(-c4ccco4)nn3C2=O)N2CCC(C(N)=O)CC2)c1 (stereo not given)	-4.6	-3.3	-0.2
O=C(CSc1nnnn1C1CCCCC1)N1CCOCC1	-3.9	-2.7	17.3
CN1CCC(C)(C(=O)Nc2cccc(C#N)c2)C1 (stereo not given)	.	-9.3	4.4
CSc1ccccc1OCc1cc(C(=O)N2CCCCC2c2nccs2)no1 (stereo not given)	.	0.8	8.5
CC(=O)N(C)c1ccc(N=Nc2c(C)[nH]n(-c3ccccc3)c2=O)cc1	-4.9	-4.1	-3.1
Cn1cccc1C1CC(c2ccc(F)cc2)=NN1C(=O)CN1CCN(c2ccccc2F)CC1 (stereo not given)	-3.8	-5.8	18.6
COc1ccc(S(=O)(=O)NCC2CCCN(C(=O)c3ccsc3)C2)cc1 (stereo not given)	.	-8.2	11.2
CC(C)Oc1ccc(C(O)=C2C(=O)C(=O)N(CCCN(C)C)C2c2cccs2)cc1 (stereo not given)	-2.0	2.0	0.6
O=C(c1ccccc1)N1N=C(C(F)(F)F)CC1(O)c1ccccc1 (stereo not given)	.	-8.4	4.7
Cc1[nH]n(-c2ccccc2)c(=O)c1/C=N\Nc1ccc([N+](=O)[O-])cc1	-8.8	-25.0	-2.0
COC(=O)[C@@H]1C[C@H](NC(=O)c2cnc3cccc(C)n3c2=O)CN1C	-10.9	0.9	1.0
COc1ccccc1N1CCN(c2ccc(NC(=O)c3ccc4ccccc4c3)cc2C(=O)NC(C)C)CC1	-2.6	-5.2	19.3
Cc1sc2ncnc(N3CCCC(CO)C3)c2c1C (stereo not given)	.	2.0	-3.0
NC(=S)N1N=C(c2ccc(Cl)cc2)CC1c1ccco1 (stereo not given)	.	-4.7	-0.2
COc1ccc(CC(=O)N2C[C@@H](CO)[C@@H]3Oc4ccc(Cl)cc4[C@@H]32)cc1	-5.4	-0.8	1.2
O=C(Nc1nnc(-c2ccc(F)cc2)s1)C(Cc1ccccc1)NS(=O)(=O)c1ccccc1 (stereo not given)	-4.1	-5.8	-10.9
Cc1cc(C(=O)NCCc2nc3ccccc3[nH]2)n[nH]1	.	-6.4	-6.5
O=C(c1ccc(F)cc1)N1CCCC(N2CCN(CCOc3ccccc3)CC2)C1 (stereo not given)	-3.4	-2.5	9.7

Compounds as they come. Share with any hit: about 0.27%.
